# Screening data (PubChem BioAssay)
# GSK3A inh – blocks human GSK-3 alpha kinase; P49840; ADP-Glo luminescence, 60 min; inhibition, % at 10 µM; 0.1% of 320,000 active; AID 2650;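 in the data active means inhibition above about 50%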;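 further: GST-tagged GSK-3 alpha with peptide substrate and 25 µM ATP; 0% = DMSO neutral wells and 100% = GW8510 positive control wells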
# Target sequence (P49840 whole entry, looked up): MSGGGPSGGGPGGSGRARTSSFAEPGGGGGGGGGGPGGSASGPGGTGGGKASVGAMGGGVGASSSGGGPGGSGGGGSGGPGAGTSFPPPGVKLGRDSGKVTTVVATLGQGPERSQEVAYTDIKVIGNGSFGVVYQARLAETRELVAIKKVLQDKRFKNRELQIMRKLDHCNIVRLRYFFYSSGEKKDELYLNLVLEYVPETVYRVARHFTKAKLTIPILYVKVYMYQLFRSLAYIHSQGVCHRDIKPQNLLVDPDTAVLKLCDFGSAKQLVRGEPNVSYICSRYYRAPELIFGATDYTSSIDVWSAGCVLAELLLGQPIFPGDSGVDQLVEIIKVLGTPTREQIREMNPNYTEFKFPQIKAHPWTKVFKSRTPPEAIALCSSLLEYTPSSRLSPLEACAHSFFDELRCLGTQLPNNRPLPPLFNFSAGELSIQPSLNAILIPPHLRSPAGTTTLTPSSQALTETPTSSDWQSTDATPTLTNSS
# aSyn 5UTR inh – 5' untranslated region of α-synuclein, MLPCN primary screen. alpha-synuclein 5'UTR reporter, inhibitor activity. inhibition, % (tested at 7.5 µM). 0.82% of 300,000 active; in the data active means inhibition above about 60%; inconclusive means no clear call, values can overlap the other calls;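 further: H4 neuroglioblastoma cells stably carrying SNCA 5'UTR luciferase fusion; 0% = DMSO wells and 100% = positive control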
# HSP90 inh – inhibitors of HSP90 luciferase refolding in rabbit reticulocyte lysate; 0.91% of 290,000 active; AID 1789; inhibition, % at 5.6 µM; luciferase refolding luminescence, 3 h;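 active means inhibition above the screen-wide mean plus 3 SD, computed separately per campaign, cut at about 16% in these data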;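 further: 0% = DMSO wells and 100% = 60 µM geldanamycin wells; inhibitors lower the luminescence because luciferase stays unfolded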
# HSF1 inhib – HSF1 inhibition; NIH3T3-HGL HSE-luciferase, MG132-induced, luminescence 8 h; hits give low values; activity change, negative = inhibition, % at 7.5 µM (by protocol); 0.77% of 300,000 active;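 active means more than half of replicate wells show activity change below -50%, luminescence cut by over half; inconclusive means some wells, but at most half, below -50%; inactive means no replicate well below -50%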;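 further: luciferase reports HSF-1 transcriptional activity via heat shock element; 0% = median of DMSO wells and -100% = zero luminescence signal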
# AI-2 QS modul – modulates the Vibrio harveyi AI-2 quorum sensing system | Vibrio harveyi JMH597 AI-2 luminescence/OD600 ratio, 9 h; hits give low values; strain lacks LuxN and CqsS sensors; 0 = neutral-control median | activity change, % at 7.5 µM | 0.4% of 300,000 active | AID 2094; in the data active means activity change below about -75%, passing the limit was not always enough; inconclusive means no clear call, values can overlap the other calls;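 further: luminescence divided by OD600 gain over 9 h not by final OD600 alone; inactives centre near 13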
# KLF5 inh – kruppel-like factor 5 inhibition. inhibition, % at 5 µM. DLD-1 KLF5 promoter-luciferase reporter, luminescence. 0.23% of 290,000 active;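 active means inhibition above a per-plate limit of that plate's mean compound inhibition plus 3 SD, cut at about 60% in these data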;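 further: 0% = DMSO wells and 100% = LY294002 at 200 µM; higher means less KLF5 promoter-driven luciferase light; inactives centre near -14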
# HSF-1 act – increases HSF-1 driven luciferase reporter signal. NIH3T3-HGL HSF-1 luciferase reporter, MG132, 8 h; 100% = twice DMSO control signal. activation, % at 9 µM. 1.7% of 300,000 active. AID 504408;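 active means mean replicate activation of at least 50% with a set share of replicates each reaching 50%; inconclusive means only one of those two conditions met; inactive means mean below 50% and too few replicates reaching it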;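 further: 0% = median of the neutral control wells and 100% = twice that signal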
# GSK3B inh – blocks human GSK3beta kinase activity. P49841. GST-GSK3beta kinase, ADP-Glo luminescence, 60 min; hits give low values. activity score (negative = inhibition), % at 10 µM. 0.038% of 300,000 active. AID 2097;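 active means more than half of replicate wells score below -50%, meaning over 50% inhibition versus plate controls; inconclusive means some replicates but at most half score below -50%; inactive means no replicate scores below -50%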;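 further: 0% = median DMSO wells and -100% = median GW8510 positive control wells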
# Target sequence (P49841 whole entry, looked up): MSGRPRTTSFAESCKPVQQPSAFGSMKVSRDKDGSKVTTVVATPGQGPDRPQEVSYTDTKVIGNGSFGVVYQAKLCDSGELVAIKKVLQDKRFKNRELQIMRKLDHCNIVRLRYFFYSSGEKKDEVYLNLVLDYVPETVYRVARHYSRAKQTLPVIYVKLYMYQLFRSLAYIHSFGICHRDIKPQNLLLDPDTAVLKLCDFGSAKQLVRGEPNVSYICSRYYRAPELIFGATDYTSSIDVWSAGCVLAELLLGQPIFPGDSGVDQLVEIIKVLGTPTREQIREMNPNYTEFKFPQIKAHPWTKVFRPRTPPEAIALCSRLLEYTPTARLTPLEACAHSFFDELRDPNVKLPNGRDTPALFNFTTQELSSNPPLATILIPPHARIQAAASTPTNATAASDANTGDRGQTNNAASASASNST
#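 test system = GST-tagged human GSK3beta kinase, cell-free | reagent = 25 µM ATP with peptide substrate | dosing = one dose of 10 µM per compound | schedule = 60 min reaction, RT | detection = luminescent ADP-Glo measurement of ADP formed | control set = DMSO neutral wells and GW8510 at 20 µM as positive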
# HIF activator – HIF pathway transcriptional activation | AID 1910 | U2OS HRE-luciferase reporter, luminescence; normalized: DMSO 0%, desferrioxamine 100% | activation, % at 7.5 µM (by protocol) | 0.32% of 300,000 active;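 active means mean activation of at least 10% of the iron chelator positive control signal, with at least half of replicates also reaching 10%; inconclusive means mean and replicate majority disagree about reaching 10%; inactive means mean and most replicates under 10%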
# IEC-6 cytotox – IEC-6 cytotoxicity, counter-screen for KLF5 inhibitors | luminescence viability | inhibition, % at 5 µM | 0.78% of 290,000 active; in the data active means inhibition above about 22%;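 further: 0% = plate median of test compound wells and 100% = cytotoxic reference compound wells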
# * marks the source's active call; other numbers are inactive results; ? = inconclusive; . = no result given. The order is random; about 4.7% have a hit in one of these screens.
molecule	GSK3B inh	AI-2 QS modul	HSF1 inhib	HSF-1 act	KLF5 inh	HSP90 inh	HIF activator	aSyn 5UTR inh	IEC-6 cytotox	GSK3A inh
Cc1c(CC(=O)NCC(=O)NCC(=O)O)c(=O)oc2cc3oc4c(c3cc12)CCCC4	2	22	-11	3	-28	-1	-24	9	0	-1
Cc1cc(C)c2c(=O)[nH]c(SCC(=O)c3ccc(C)c(C)c3)nc2n1	-28	14	1	16	6	-2	0.1	2	2	-2
CC(C)c1cc(C(N)=O)c(NC(=O)c2cccc(COc3ccc(Br)cc3)c2)s1	-2	46	-12	-13	-132	6	2.4	-194	4	0
COc1cc(OC)cc(-c2cc3nc(C4CCN(C(=O)OC(C)(C)C)CC4)cc(=O)n3[nH]2)c1	-1	21	-3	-7	-26	-1	-0.6	6	-4	1
O=C(Nc1ccc(F)cc1)Nc1ccc(Oc2ncnc3cc(Cl)ccc23)nc1	-1	14	-8	-11	-18	-2	-0.1	4	2	-2
O=C(COC(=O)c1cccc(C(=O)OCC(=O)NC2CC2)n1)NC1CC1	2	13	3	3	2	-1	-0.7	-1	-2	-1
O=C(c1cc2ccccc2oc1=O)N1CCCC1	4	-2	-17	-25	7	2	0.9	-5	12	-2
COc1ccccc1C(=O)NCCC(=O)Nc1cccnc1	-1	12	1	10	-4	-1	0.0	-9	-4	3
COc1ccccc1NC(=O)C1CCCN(c2cc(C)nc3ncnn23)C1 (stereo unspecified)	-1	11	-4	14	-8	0	0.1	15	5	-3
CC(C)(C)c1ccc(C2C3=C(CCCC3=O)NC3=C2C(=O)c2ccccc23)cc1 (stereo unspecified)	.	.	.	.	6	-2	.	.	1	-4
COc1cc(/C=C/C(=O)O)cc(S(=O)(=O)N2CCc3ccccc32)c1OC	4	24	9	21	5	0	0.9	3	3	3
CCOC(=O)c1ccc(NC(=O)Nc2ccc(Cl)cn2)cc1	-1	-2	-6	-2	16	-1	0.1	-34	-2	0
COc1ccccc1CCC(=O)OCC(=O)Nc1cccc(S(=O)(=O)N2CCOCC2)c1	1	95	-63*	-73	.	.	-1.0	4	.	-3
C=CCNc1ncnc2c1cnn2-c1ccc(OC)cc1	2	7	13	43	-117	6	1.0	-20	-7	-1
O=C(CSc1nnc(-c2cccs2)n1-c1ccccc1)N1CCOCC1	-1	-5	2	-9	8	1	-0.2	27	0	0

# Other structures.
molecule	GSK3B inh	AI-2 QS modul	HSF1 inhib	HSF-1 act	KLF5 inh	HSP90 inh	HIF activator	aSyn 5UTR inh	IEC-6 cytotox	GSK3A inh
Cc1ccc(NC(=O)CSc2nc3ccccc3nc2N2CCOCC2)c(C)c1	2	33	2	-4	-19	1	-0.4	25	-8	1
COc1cc(C#N)ccc1OCC(=O)NCc1cccs1	-1	21	-5	5	-27	-3	0.4	-32	-1	-1
Nc1c(S(=O)(=O)O)cc(NC(=O)c2ccccc2)c2c1C(=O)c1ccccc1C2=O	-1	-1	1	15	-13	3	-1.5	17	-10	3
CCCOc1ccccc1NC(=O)CC1Nc2ccccc2NC1=O (stereo unspecified)	2	26	-6	9	-2	2	0.0	2	2	1
CCC1CCCCN1C(=S)NC(=O)c1ccc(F)c(S(=O)(=O)N2CCOCC2)c1 (stereo unspecified)	5	20	-1	-2	-11	1	-1.1	-9	4	-2
COc1cc(S(=O)(=O)N2CCN(c3ccccc3)CC2)ccc1Cl	-2	6	-6	-4	-33	-5	0.1	15	4	-1
COc1ccc(/C=N/NC(=O)c2ccc(COc3cccc4cccnc34)cc2)cc1OC	2	27	0	19	-48	1	-0.8	-3	-3	3
O=S(=O)(c1ccc(Cl)cc1)N1CCCC1c1nc(-c2cccc(Cl)c2)no1 (stereo unspecified)	2	10	-8	-11	-48	4	-0.4	6	0	-1
O=C(CCC1CCCC1)Nc1ccccc1-c1ccccc1	5	6	1	22	6	-2	2.3	39	-5	-2
C=CCN(CC=C)C(=O)C1CCN(S(=O)(=O)c2ccc(N3CCCC3=O)cc2)CC1	1	20	-1	6	-12	-4	-0.3	-12	-6	-1
c1coc(CNC2CCCCC2)c1	2	-1	.	.	11	-2	0.0	17	4	-2
CCOC(=O)/C(C#N)=C/c1ccc(OC(=O)c2ccccn2)cc1	1	14	-6	0	-9	-1	-0.1	4	-8	5
CCn1nccc1C(=O)Nc1ccc(C(=O)OC(C)C)cc1	1	10	15	20	-51	5	2.2	-163	8	-1
CCC(c1nnc(SCC(=O)Nc2cc(Cl)ccc2C#N)n1C1CCCCC1)N(C)C (stereo unspecified)	1	9	7	12	-12	0	-0.3	-17	3	-3
CCN1CCN(CCNC(=O)C2CCCN(Cc3nc(-c4cccc(Cl)c4)oc3C)C2)CC1 (stereo unspecified)	0	12	0	9	-3	1	-0.1	-12	8	.

# Next part
molecule	GSK3B inh	AI-2 QS modul	HSF1 inhib	HSF-1 act	KLF5 inh	HSP90 inh	HIF activator	aSyn 5UTR inh	IEC-6 cytotox	GSK3A inh
CCNC(=O)/C=C1\NC(C)(C)Cc2c1ccc1ccccc21	3	5	1	4	-35	0	.	-2	-6	-1
COc1ccc(NC(=S)N/N=C/c2ccc(F)c(F)c2)cc1	2	-6	16	8	-32	0	2.9	-29	3	1
Cc1cc(NC(=O)c2ccc(S(=O)(=O)N3CCCC3)cc2)nc2c1c(=O)oc1ccccc12	0	33	-3	10	-7	1	0.4	0	8	.
COc1cc(C(=O)N/C(=C\c2cn(S(=O)(=O)N(C)C)c3ccccc23)C(=O)NCCCO)cc(OC)c1OC	3	36	2	13	2	3	0.5	11	2	1
CC(=O)NC(C)C(=O)OCc1ccc(Cl)cc1Cl (stereo unspecified)	0	33	7	3	3	-4	-0.8	-5	-5	7
C=CCn1c(O)c(N=NC(=S)Nc2ccc(OC)c(Cl)c2)c2ccccc21	2	19	7	55*	-26	-3	-0.4	?	1	1
CN1CCN(C(=O)c2cnn(-c3ccccc3)c2NC(=O)c2ccccc2Br)CC1	2	16	4	4	-3	-3	-21	0	-5	-1
O=C(NNS(=O)(=O)c1ccc(F)cc1)c1cc2ccccc2cc1O	-2	50	3	-11	6	-2	0.2	11	10	-4
CCc1cccc(OCC(=O)Nc2ccccc2N2CCCC2)c1	0	17	-1	6	.	.	-0.1	30	.	0
COc1ccccc1N(CC(=O)Nc1ccc(S(=O)(=O)N2CCCCC2)cc1)S(C)(=O)=O	0	5	-3	31	-30	-1	-0.3	9	4	-2
Cc1ccc(NC(=O)CSCC(=O)Nc2ccccc2C(=O)N2CCCCC2)cc1	3	8	0	-4	.	.	0.8	3	.	0
Nc1nc(N2CCN(C(=O)c3ccco3)CC2)nc2ccc(Br)cc12	-2	44	-6	-28	-171	2	-3.4	-1	6	5
CC1CCc2c(sc3[nH]c(=S)n(C)c(=O)c23)C1 (stereo unspecified)	-2	15	0	-3	-45	-1	0.2	-5	-6	0
Cc1ccccc1C(=O)O/N=C1\CCS(=O)(=O)c2sccc21	3	4	47	74*	-4	0	2.8	-7	3	-4
COC(=O)c1ccccc1NC(=O)C1CC(c2ccccc2O)=NO1 (stereo unspecified)	2	-16	6	7	-15	-3	0.0	26	-7	-2

# Remaining list, next part.
molecule	GSK3B inh	AI-2 QS modul	HSF1 inhib	HSF-1 act	KLF5 inh	HSP90 inh	HIF activator	aSyn 5UTR inh	IEC-6 cytotox	GSK3A inh
O=C1/C(=C/c2ccc([N+](=O)[O-])cc2)C=C(c2ccccc2)N1c1ccccc1	-1	10	17	35	17	-2	1.4	3	2	6
CCC(C)n1c(-c2ccco2)nc2nc3ccccc3nc21 (stereo unspecified)	-1	21	-1	8	6	1	0.3	-21	-2	1
CCCc1cc(=O)n2[nH]c(C)nc2n1	1	15	-10	0	2	-2	-0.2	12	-4	-1
Cc1ccc(-n2cccc2C(=S)N=P(N(C)C)(N(C)C)N(C)C)cc1	-5	-1	-7	-12	-4	0	0.1	7	-1	-1
CCOc1cc2[nH]c(=O)n(CCCCC(=O)NCc3ccco3)c(=O)c2cc1OCC	-1	7	1	8	2	-4	-0.8	6	-5	.
O=C(Cc1ccc(Cl)cc1)Nc1ccccc1N1CCOCC1	-2	17	-2	0	-8	-1	-0.2	14	-5	0
CC1CC(C)CN(S(=O)(=O)c2ccc3oc(=O)ccc3c2)C1 (stereo unspecified)	1	37	-5	-5	-48	-2	-0.2	10	-2	-1
CCOC(=O)C1(Cc2ccccc2Cl)CCN(S(=O)(=O)N(C)C)CC1	0	38	3	7	-3	-6	-0.3	-6	2	1
Cc1ccc(Oc2ccc(OCC(=O)OC3CCS(=O)(=O)C3)cc2)cc1 (stereo unspecified)	-1	20	-12	-14	-16	-3	-1.0	44	2	-3
COc1ccc(S(=O)(=O)N2CCOCC2)cc1NC(=O)c1cccc(-n2cccc2)c1	-1	12	-1	2	.	.	0.9	5	.	-1
COC(=O)c1sccc1NC(=O)c1csc(C)c1	1	16	-2	-2	-19	1	0.0	-80	3	4
O=C(NCc1ccccn1)C(=O)Nc1ccccc1	0	14	7	22	-53	1	1.6	-150	-2	-2

# Three entries picked at random from those above:
molecule	GSK3B inh	AI-2 QS modul	HSF1 inhib	HSF-1 act	KLF5 inh	HSP90 inh	HIF activator	aSyn 5UTR inh	IEC-6 cytotox	GSK3A inh
CCOc1cc2[nH]c(=O)n(CCCCC(=O)NCc3ccco3)c(=O)c2cc1OCC	-1	7	1	8	2	-4	-0.8	6	-5	.
COc1ccc(S(=O)(=O)N2CCOCC2)cc1NC(=O)c1cccc(-n2cccc2)c1	-1	12	-1	2	.	.	0.9	5	.	-1
CC1CC(C)CN(S(=O)(=O)c2ccc3oc(=O)ccc3c2)C1 (stereo unspecified)	1	37	-5	-5	-48	-2	-0.2	10	-2	-1

# Profiles as entered above.
# Cc1ccc(Oc2ccc(OCC(=O)OC3CCS(=O)(=O)C3)cc2)cc1 (stereo unspecified) is listed as GSK3B inh = -1; AI-2 QS modul = 20; HSF1 inhib = -12; HSF-1 act = -14; KLF5 inh = -16; HSP90 inh = -3; HIF activator = -1.0; aSyn 5UTR inh = 44; IEC-6 cytotox = 2; GSK3A inh = -3
# COc1ccc(S(=O)(=O)N2CCOCC2)cc1NC(=O)c1cccc(-n2cccc2)c1 is listed as GSK3B inh = -1; AI-2 QS modul = 12; HSF1 inhib = -1; HSF-1 act = 2; KLF5 inh = .; HSP90 inh = .; HIF activator = 0.9; aSyn 5UTR inh = 5; IEC-6 cytotox = .; GSK3A inh = -1
# CCC(C)n1c(-c2ccco2)nc2nc3ccccc3nc21 (stereo unspecified) is listed as GSK3B inh = -1; AI-2 QS modul = 21; HSF1 inhib = -1; HSF-1 act = 8; KLF5 inh = 6; HSP90 inh = 1; HIF activator = 0.3; aSyn 5UTR inh = -21; IEC-6 cytotox = -2; GSK3A inh = 1
